Assay outcomes from PubChem BioAssay.
GPR7 antagonist = human neuropeptides B/W receptor 1 antagonism; GPR7-expressing cells, fluorescence antagonist assay; 1.1% of 290,000 active; AID 1861; P48145; inhibition, % at 4.4 µM; in the data active = inhibition above about 16%, passing the limit was not always enough;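 also: cells stimulated with the agonist NPW; 0% = agonist with vehicle and 100% = vehicle without agonist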
Target sequence (P48145 whole entry, looked up): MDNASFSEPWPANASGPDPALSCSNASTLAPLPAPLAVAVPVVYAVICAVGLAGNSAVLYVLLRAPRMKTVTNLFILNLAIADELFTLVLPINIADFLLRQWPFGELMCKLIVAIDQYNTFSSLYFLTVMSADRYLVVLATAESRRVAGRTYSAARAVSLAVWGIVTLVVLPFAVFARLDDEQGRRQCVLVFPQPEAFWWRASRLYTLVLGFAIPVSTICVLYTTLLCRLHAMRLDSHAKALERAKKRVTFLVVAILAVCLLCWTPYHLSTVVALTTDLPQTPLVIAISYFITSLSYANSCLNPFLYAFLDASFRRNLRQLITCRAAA
IMP-1 inhibitor = inhibitors of Pseudomonas aeruginosa IMP-1 metallo-beta-lactamase | AID 1556 | purified IMP-1, nitrocefin hydrolysis, epi-absorbance fluorescence | 0.45% of 290,000 active | inhibition, % at 5.6 µM;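 active = inhibition above the mean plus 3 SD of all compounds in the same screening run, cut at about 4.5% in these data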;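 also: 0% = IMP-1 with DMSO and 100% = DMSO wells lacking enzyme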
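System: purified IMP-1; amount: IMP-1 0.2 nM before substrate addition; compound: single dose, 5.6 µM; times: 25 °C, 15 min preincubation, 25 min reaction; signal: Epi-absorbance via hydrolysed-nitrocefin quenching of white-plate fluorescence, 480/530 nm, EDTA stop; benchmarks: DMSO with and without IMP-1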
HCV NS3 hel inh = inhibitors of Hepatitis C virus NS3 helicase; NS3 helicase DNA unwinding, Cy5 molecular beacon fluorescence; inhibition, % at 10.9 µM; 0.56% of 290,000 active; AID 1800;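 active = inhibition above the mean of all tested compounds plus 3 SD, set per campaign, cut at about 35% in these data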;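 also: 0% = DMSO wells and 100% = thioflavine S control wells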
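assay system = NS3 helicase fragment of HCV | buffer or medium = MOPS pH 6.5, MgCl2, DTT, Tween20, BSA | timing = 60 min unwinding reaction at 25 °C after ATP addition | signal = Cy5 beacon fluorescence read at start and 1 h | read-out basis = % inhibition of unwinding | control set = low DMSO, high thioflavine S at 110 µM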
PHOSPHO1 block = PHOSPHO1 (human) inhibition; Q8TCT1; 1.1% of 290,000 active; inhibition, % at 13.3 µM; AID 1565; recombinant PHOSPHO1, absorbance phosphatase assay; in the data active = inhibition above about 60%
Target sequence (Q8TCT1 whole entry, looked up): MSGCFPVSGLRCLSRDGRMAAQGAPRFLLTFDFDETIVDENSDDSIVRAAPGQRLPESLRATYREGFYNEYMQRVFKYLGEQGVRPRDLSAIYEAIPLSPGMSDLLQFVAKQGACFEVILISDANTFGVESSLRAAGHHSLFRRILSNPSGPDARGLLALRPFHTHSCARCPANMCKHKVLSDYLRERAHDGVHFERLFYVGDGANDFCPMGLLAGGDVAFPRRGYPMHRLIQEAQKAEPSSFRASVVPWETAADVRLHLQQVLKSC
DNA FID counter = displaces DNA intercalator in HCV helicase counter-screen; 0.17% of 290,000 active; DNA fluorescent intercalator displacement, fluorescence; inhibition, % at 7.9 µM; AID 1845; in the data active = inhibition above about 37%;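 also: 0% = vehicle and 100% = reference compound; higher means more ethidium bromide displaced from hairpin DNA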
GalR3 antagonist = blocks the human galanin receptor 3; AID 651719; inhibition, % at 3 µM; 0.44% of 360,000 active; HEK293 GalR3-CNG cAMP membrane potential fluorescence; galR3 body fused to GalR1 C-terminus;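 active = inhibition above the screen-wide average plus 3 SD, cut at about 13% in these data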;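 also: forskolin and galanin both at EC90 stimulate the cells; cAMP rise reported by CNG channel membrane potential dye signal; 0% = forskolin plus galanin with DMSO and 100% = forskolin alone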
Target sequence (O60755 1-299 limits assumed): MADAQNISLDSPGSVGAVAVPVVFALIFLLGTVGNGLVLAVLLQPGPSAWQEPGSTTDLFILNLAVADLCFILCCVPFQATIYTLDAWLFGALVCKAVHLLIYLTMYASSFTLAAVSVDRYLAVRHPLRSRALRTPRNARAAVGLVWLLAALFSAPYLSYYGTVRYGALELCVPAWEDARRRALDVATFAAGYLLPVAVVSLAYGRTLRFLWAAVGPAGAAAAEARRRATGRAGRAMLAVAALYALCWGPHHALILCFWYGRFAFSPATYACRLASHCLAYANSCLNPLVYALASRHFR
V1aR counter = V1a receptor agonism, counter-screen for OXTR agonists; P37288; CHO-V1R cells, Fluo-8 calcium fluorescence, agonist mode; 0% DMSO, 100% 3 nM vasopressin; activation, % at 3 µM; 0.25% of 320,000 active; AID 2797;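 active = activation above the mean activation of all tested compounds plus 3 SD, per screening run, cut at about 20% in these data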;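 also: signal is peak over basal fluorescence ratio across a 100 second FLIPR read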
VIM-2 inhibitor = inhibitors of Pseudomonas aeruginosa VIM-2 metallo-beta-lactamase; 0.89% of 290,000 active; AID 1527; purified VIM-2, nitrocefin hydrolysis, epi-absorbance fluorescence; inhibition, % at 5.6 µM;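 active = inhibition above the mean of all tested compounds plus 3 SD, cutoff set per screening run, cut at about 7.5% in these data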;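 also: red hydrolysis product quenches plate fluorescence so inhibitors raise well fluorescence; 0% = enzyme with DMSO and 100% = DMSO without enzyme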
OXTR ag = human OXTR agonism; CHO-OTR cells, Fluo-8 calcium fluorescence; normalized: DMSO 0%, oxytocin 100%; activation, % at 3 µM; 0.32% of 320,000 active;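 active = activation above the mean of all tested compounds plus 3 SD, cutoff set per screening run, cut at about 20% in these data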;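 also: peak over basal fluorescence ratio from a 100 s FLIPR kinetic read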
* hit, by the source's call; nt = not tested or not shown.

SMILES	GPR7 antagonist	IMP-1 inhibitor	HCV NS3 hel inh	PHOSPHO1 block	DNA FID counter	GalR3 antagonist	V1aR counter	VIM-2 inhibitor	OXTR ag
CCOC1=C/C(=C/c2c(N)n3nc(-c4ccccc4)sc3nc2=O)C=CC1=O	-6	-3.3	24	35	-11	-5	nt	-4.7	nt
Cc1ccc([N+](=O)[O-])cc1N(CC(=O)Nc1ccc(S(=O)(=O)Nc2cccc(C(F)(F)F)c2)cc1)S(C)(=O)=O	9	1.6	-35	1	24	-9	1.5	0.8	2.4
Cc1ccc(-n2c(-c3ccncc3)nnc2-c2ccco2)cc1	-10	-2.9	0	2	-14	7	-0.9	-1.8	-1.3
O=C(N/N=C1/CC(c2ccccc2)Oc2ccccc21)C1CC1 (stereo unspecified)	-1	-1.9	-15	6	-6	-9	-0.2	-3.1	-2.2
CCCCP(=O)(CCCC)CCP(=O)(c1ccccc1)c1ccccc1	-3	-0.7	-5	-14	-18	1	0.4	-1.6	0.5
Cc1cc2ccccn2c1C(=S)NC(=O)c1ccccc1	2	-1.4	-3	-11	-1	-4	3.1	-0.1	0.9
COc1ccc(CNC(=O)[C@H](C)NC(=O)N2CCn3c2nc2ccccc23)cc1	-17	-2.8	-5	70*	-33	-7	-1.3	-2.4	-2.1
Cc1[nH]c2ccccc2c1C(=O)COC(=O)Cn1c(C)nc2ccccc21	-15	-0.8	0	-14	-19	-10	3.7	-1.2	6.6
c1ccc2c(c1)nc(Nc1ccc(N3CCCCC3)cc1)c1nncn12	-16	-3.4	9	-34	-8	-7	-0.4	-0.8	-1.8
CCc1nc(N2CCOCC2)c(C#N)c2c1COC(C)(C)C2	-5	-2.9	-4	-5	-7	-2	-0.8	-2.2	-1.9
O=C(NC12CC3CC(CC(C3)C1)C2)C1CCCN1C(=O)NC1CCCCC1 (stereo unspecified)	6	-2.6	1	-3	-12	-6	-0.8	-1.4	-1.2
Cc1cccc(OCC(=O)Nc2ccc3oc(=O)ccc3c2)c1C	5	-1.6	21	24	-31	-11	18	-1.4	3.3
Cn1c(=O)cc(N2CCc3ccccc32)[nH]c1=O	12	-0.2	6	13	-17	nt	-0.3	4.8	-0.7
COc1ccccc1/C=C(\NC(=O)c1ccc(OC)c(OC)c1)C(=O)Nc1cccc([N+](=O)[O-])c1	-1	-1.4	6	-24	-1	-6	-0.1	-4.8	-0.3
Cc1ccnc(N2C(=O)c3ccccc3C2Nc2cccc(C)c2C)c1 (stereo unspecified)	-4	-2.2	3	-5	0	nt	-1.9	-1.5	-2.4
CC(=O)Nc1cccc(NC(=O)CCn2cnc3cc(C)c(C)cc32)c1	-14	-3.0	-2	20	-4	-4	-0.3	-1.7	0.7
Cc1ccc(CSc2nc3ccncc3n2CC(=O)Nc2cc(C)cc(C)c2)cc1	0	-1.5	-46	-9	2	nt	0.1	-3.3	0.1
N#Cc1c(-c2ccccc2)nc(SCc2ccc(Cl)cc2)[nH]c1=O	-2	-4.1	22	34	-2	-9	-0.4	-3.6	-1.0
CN(Cc1ccccc1)Cc1ccccc1F	-8	-2.5	-2	30	3	-3	-0.6	-2.3	-0.6
Cc1ccc(C(=O)N2CCC(n3nccc3NC(=O)C3CCOC3)CC2)cc1 (stereo unspecified)	-10	-0.8	2	13	-6	-1	0.8	-0.5	1.3

By substructure, the compounds so far containing an NH in an aromatic ring
SMILES	GPR7 antagonist	IMP-1 inhibitor	HCV NS3 hel inh	PHOSPHO1 block	DNA FID counter	GalR3 antagonist	V1aR counter	VIM-2 inhibitor	OXTR ag
Cc1[nH]c2ccccc2c1C(=O)COC(=O)Cn1c(C)nc2ccccc21	-15	-0.8	0	-14	-19	-10	3.7	-1.2	6.6
Cn1c(=O)cc(N2CCc3ccccc32)[nH]c1=O	12	-0.2	6	13	-17	nt	-0.3	4.8	-0.7
N#Cc1c(-c2ccccc2)nc(SCc2ccc(Cl)cc2)[nH]c1=O	-2	-4.1	22	34	-2	-9	-0.4	-3.6	-1.0

Continued.
SMILES	GPR7 antagonist	IMP-1 inhibitor	HCV NS3 hel inh	PHOSPHO1 block	DNA FID counter	GalR3 antagonist	V1aR counter	VIM-2 inhibitor	OXTR ag
CC(=O)C1=C(O)CCC1=NCCc1ccccc1	-9	1.9	0	-25	-3	-7	0.1	-5.4	-0.5
O=C(Nc1ccc(NC(=O)C2CCCCC2)nc1)c1ccco1	-9	-2.4	-1	-1	-8	-4	0.8	-3.0	0.2
C=CCOC(=O)C1=C(C)Nc2nnnn2C1c1cc(OC)ccc1OC (stereo unspecified)	-11	-3.1	-5	-27	-16	-3	-0.8	0.6	0.9
Cc1ccc(S(=O)(=O)NNC(=S)NC(C)(C)C)cc1	-1	-1.9	4	16	1	-2	-1.5	-4.7	0.6
CCOC(=O)N/N=C(\C)c1cccs1	-11	-4.9	1	-18	7	-3	0.4	-8.8	1.9
Cc1cccc(C(=O)Nc2cccc(C(=O)N3CCOCC3)c2)c1	-1	-4.2	0	-9	-7	-7	2.5	-7.2	0.6
CCN(CC)CCNC(=O)CS(=O)Cc1nc(-c2ccc(C)cc2)oc1C (stereo unspecified)	-4	1.2	-23	18	20	1	-1.2	2.6	-0.6
CCNCC(=O)N1c2ccccc2CCc2ccc(NC(=O)OCC)cc21	-1	-2.3	-73	41	-4	nt	1.0	-3.8	0.4
O=C(NN=C1CCC(=NNC(=O)c2cccnc2)CC1)c1cccnc1	3	-5.0	-4	-115	3	-2	0.2	-5.2	0.5
Cc1ccc(-c2ocnc2C(=O)N2CCN(C(=O)c3cccs3)CC2)cc1	28*	0.8	18	22	-35	-9	-0.7	2.8	-0.2
COc1ccc(O)c(/C=N/NC(=S)NCCc2ccccc2)c1	-21	-4.1	29	-30	-16	-7	4.0	-1.8	1.6
COc1ccc(NC(=O)CN2CCc3ccccc3C2)c([N+](=O)[O-])c1	-1	1.2	-10	34	-7	-11	-0.5	2.1	-1.6
CC(Nc1nc(-c2cccnc2)nc2ccccc12)c1ccc(F)cc1 (stereo unspecified)	-8	-2.4	-19	31	-22	-7	-0.4	-2.3	0.2
CC1CCc2nc(NC(=O)CN3CCN(c4ccc(F)cc4)CC3)sc2C1 (stereo unspecified)	-1	-0.9	4	15	-9	-4	-0.6	-4.2	-0.8
O=C1CN(C(=O)c2ccc(Br)o2)C(c2ccc(F)cc2)c2cc(Cl)ccc2N1 (stereo unspecified)	-5	-2.0	-5	42	-18	-7	-1.0	-2.9	-0.8
COc1ccc(CC(=O)NCc2nnc(SCC(=O)N3CCN(c4ccccc4)CC3)n2C)cc1	-10	-1.7	0	nt	-7	-6	nt	0.8	nt
CCCCCCCCSc1n[nH]c(N)n1	-3	-2.7	-2	-21	1	-3	0.2	-2.1	-1.8
CCOC(=O)Cc1csc(NC(=O)COc2ccc(C)cc2)n1	-14	-1.6	-10	0	-17	1	0.0	-1.5	-2.3
Clc1ccc(N2CCN(/N=C/c3ccncc3)CC2)cc1	-10	-4.2	-4	40	-5	-8	20	-2.4	4.1
CCc1cccc(NC(=S)N(CCN(C)C)C2CCN(C(C)C)CC2)c1	-14	-3.2	-12	46	7	-12	-0.3	-2.6	3.5
COc1ccc(OC)c(S(=O)(=O)NCCCn2ccnc2)c1	-19	-0.8	-8	nt	0	10	0.5	-1.0	0.7
CC(C(=O)N1CCc2ccccc21)N1CCN(c2ccccn2)CC1 (stereo unspecified)	13	-0.9	-3	-15	3	-2	0.6	-0.6	1.9
CCOC(=O)Cc1cc(=O)n2[nH]c(C)c(-c3ccccc3OC)c2n1	2	-1.9	23	-6	-16	12	1.4	-1.0	-1.8
COc1cc(/C=N/Nc2ccc(S(N)(=O)=O)cc2)cc(OC)c1OC	-2	-2.4	-1	22	-7	-7	0.4	-3.7	0.9
COC(=O)c1sccc1NC(=O)c1ccccc1[N+](=O)[O-]	-2	-2.5	1	0	0	-1	-0.8	-7.2	-2.3
CN1C(=O)C(=O)/C(=C(/O)c2ccc(Br)cc2)C1c1ccccc1F (stereo unspecified)	10	0.3	10	14	-16	-6	0.5	1.9	0.5
CC(C)Cc1cc(C(=O)Nc2cccnc2)no1	18	2.9	1	-13	-5	nt	0.7	-4.3	-0.3
O=C(COC(=O)c1sc2ccccc2c1Cl)NC1CCCCC1	-9	-0.9	7	2	-5	-1	-1.1	-3.8	-2.5
Cc1cc(=O)oc2cc(OCC(=O)N3CC[C@@]4(O)CCCC[C@H]4C3)c(Cl)cc12	-6	0.1	10	-2	-30	7	0.8	-1.6	2.8
O=C(Nc1cc(C(F)(F)F)ccc1-n1cncn1)c1ccc(-c2ccccc2)cc1	-16	-3.2	-3	4	-4	4	0.8	-2.0	0.1
COc1ccc(/C=C2\Oc3cc(OCC(=O)N4CC(O)C[C@H]4C(=O)O)ccc3C2=O)cc1OC (stereo partly specified)	1	-1.4	3	24	-23	-8	0.0	0.8	1.0
COc1cc(/C=C/C(=O)OCC(=O)NC2CC2)cc(S(=O)(=O)N2CCc3ccccc32)c1OC	-8	-1.8	-14	6	-23	-14	2.0	-3.1	1.4
O=C1c2ccc3c4c(ccc(c24)C(=O)N1NC(=O)C(F)(F)F)CC3	-6	-3.6	9	-9	0	1	1.1	3.0	-0.9
O=C(NCCCn1ccnc1)Nc1cccc(Cl)c1	-12	4.2	3	-14	9	-3	0.6	-5.6	0.6
CSc1ncccc1C(=O)Nc1nnc(C2CC2)s1	-7	-0.6	4	44	-1	-2	-0.6	2.1	0.0
Cc1ccc(C(=O)Nc2cccc3[nH]c(C(F)(F)F)nc23)cc1	-2	-0.2	8	28	-6	-10	4.5	-0.7	3.5
CCCC(=O)Nc1cc(C)c(NC(=O)c2ccncc2)cn1	-10	0.1	0	3	-4	3	0.2	-2.3	0.7
CCC(=O)NC(Nc1sc2c(c1C(=O)OC)CCC2)C(Cl)(Cl)Cl (stereo unspecified)	-5	-1.8	6	-7	-24	-3	0.0	-3.4	-2.8
O=C(CSc1nnc(-c2ccco2)o1)N1CCCCC1	-15	-3.1	10	37	-2	-4	0.3	-1.8	0.1
COc1ccccc1Nc1ncnc2ccc(C)cc12	-16	-3.4	-4	-36	-7	-1	-0.6	-4.0	-1.9
Cc1cc(NCc2ccco2)n2c(nc3ccccc32)c1C#N	-6	-0.7	-2	12	0	-4	-0.8	23*	-2.0
Cc1cc(NC(=O)COc2ccc(Cl)cc2Cl)n(CCC#N)n1	7	-4.4	-1	15	-4	-8	2.4	-0.5	3.5
CCOCC(=O)OCC(=O)NC12CC3CC(CC(C3)C1)C2	-10	-1.0	3	28	-3	-3	0.9	0.3	0.6
COc1ccc(OC)c(-c2cnc(OC(C)(C)C)nc2OC(C)(C)C)c1	-13	-2.2	0	-24	-7	-4	-1.4	0.1	-1.9
CC1(C)Nc2ccccc2C(=O)N1NC(=O)c1ccccc1	-3	-2.8	-1	-5	-2	3	0.0	-3.2	0.7
COc1ccc(CN(C)S(=O)(=O)c2nnc(NC(=O)c3cccc(OC)c3)s2)cc1	4	-3.7	-23	12	-27	4	8.8	-6.7	6.1
Cc1ccc(C(C)C)cc1OCC(=O)N/N=C/c1ccc2c(c1)OCCO2	-8	-0.8	8	-4	-17	-4	1.5	-1.0	-0.8
